Platelet DG rel: modulates dense granule release in human platelets. human platelet-rich plasma, SFLLRN dense granule ATP release, luminescence. actives 0.22% (n = 300,000). inhibition, %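 (compounds screened at 7.5 µM in platelet-rich plasma)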;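 active = mean replicate score, as percent of positive control, at or above 50; inconclusive = mean below 50 but at least one replicate at or above 50; inactive = mean and every replicate below 50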
HSP90 refold inh: inhibitors of HSP90 luciferase refolding in rabbit reticulocyte lysate; luciferase refolding luminescence, 3 h; inhibition, % at 5.6 µM; actives 0.91% (n = 290,000); AID 1789;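 active = inhibition above the screen-wide mean plus 3 SD, computed separately per campaign, cut at about 16% in these data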;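 note: 0% = DMSO wells and 100% = 60 µM geldanamycin wells; inhibitors lower the luminescence because luciferase stays unfolded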
Dyrk1A ADPGlo: Dyrk1A (rat) kinase inhibition; Q63470; ADP-Glo luminescence, NFATc1 peptide; inhibition, % at 12.5 µM; actives 0.43% (n = 310,000); in the data active = inhibition above about 50%;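 note: plate controls were vehicle with enzyme for no effect and no enzyme for full effect; many of its hits are not listed in these tables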
KLF5 inhibitor: suppresses KLF5 promoter-driven expression | actives 0.23% (n = 290,000) | DLD-1 KLF5 promoter-luciferase reporter, luminescence | inhibition, % at 5 µM | AID 1700;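 active = inhibition above a per-plate limit of that plate's mean compound inhibition plus 3 SD, cut at about 60% in these data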;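 note: 0% = DMSO wells and 100% = LY294002 at 200 µM; higher means less KLF5 promoter-driven luciferase light; inactives centre near -14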
HSF1 activator: increases HSF-1 driven luciferase reporter signal. activation, % at 9 µM. actives 1.7% (n = 300,000). NIH3T3-HGL HSF-1 luciferase reporter, MG132, 8 h; 100% = twice DMSO control signal. AID 504408;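 active = mean replicate activation of at least 50% with a set share of replicates each reaching 50%; inconclusive = only one of those two conditions met; inactive = mean below 50% and too few replicates reaching it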;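 note: 0% = median of the neutral control wells and 100% = twice that signal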
GSK3 alpha inh: inhibitors of human GSK-3 alpha kinase. P49840. ADP-Glo luminescence, 60 min. inhibition, % at 10 µM. actives 0.1% (n = 320,000);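 in the data active = inhibition above about 50%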;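 note: GST-tagged GSK-3 alpha with peptide substrate and 25 µM ATP; 0% = DMSO neutral wells and 100% = GW8510 positive control wells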
Target sequence (P49840 whole entry, looked up): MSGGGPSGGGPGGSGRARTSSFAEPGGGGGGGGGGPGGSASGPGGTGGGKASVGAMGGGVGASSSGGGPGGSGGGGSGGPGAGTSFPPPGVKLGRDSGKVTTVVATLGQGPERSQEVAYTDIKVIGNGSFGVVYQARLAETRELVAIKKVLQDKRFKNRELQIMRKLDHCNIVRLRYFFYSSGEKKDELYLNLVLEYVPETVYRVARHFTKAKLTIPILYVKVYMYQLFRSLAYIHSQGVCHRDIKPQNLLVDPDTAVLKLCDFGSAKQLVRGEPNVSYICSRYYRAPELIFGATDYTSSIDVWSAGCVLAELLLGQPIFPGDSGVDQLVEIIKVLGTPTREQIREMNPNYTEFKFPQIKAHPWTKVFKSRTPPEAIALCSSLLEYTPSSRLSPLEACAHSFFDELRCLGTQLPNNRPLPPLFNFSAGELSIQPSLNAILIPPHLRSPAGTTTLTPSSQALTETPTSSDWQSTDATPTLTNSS
HSF1 inh: HSF1 inhibition. activity change, negative = inhibition, % at 7.5 µM (by protocol). NIH3T3-HGL HSE-luciferase, MG132-induced, luminescence 8 h; active compounds read low. actives 0.77% (n = 300,000). AID 2098;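 active = more than half of replicate wells show activity change below -50%, luminescence cut by over half; inconclusive = some wells, but at most half, below -50%; inactive = no replicate well below -50%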;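 note: luciferase reports HSF-1 transcriptional activity via heat shock element; 0% = median of DMSO wells and -100% = zero luminescence signal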
IEC-6 cytotox: kills IEC-6 intestinal cells in KLF5 counter-screen | inhibition, % at 5 µM | actives 0.78% (n = 290,000) | AID 1825 | IEC-6 cytotoxicity, luminescence viability; in the data active = inhibition above about 22%;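 note: 0% = plate median of test compound wells and 100% = cytotoxic reference compound wells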
GSK3beta inhib: blocks human GSK3beta kinase activity. P49841. GST-GSK3beta kinase, ADP-Glo luminescence, 60 min; active compounds read low. activity score (negative = inhibition), % at 10 µM. actives 0.038% (n = 300,000). AID 2097;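 active = more than half of replicate wells score below -50%, meaning over 50% inhibition versus plate controls; inconclusive = some replicates but at most half score below -50%; inactive = no replicate scores below -50%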;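 note: 0% = median DMSO wells and -100% = median GW8510 positive control wells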
Target sequence (P49841 whole entry, looked up): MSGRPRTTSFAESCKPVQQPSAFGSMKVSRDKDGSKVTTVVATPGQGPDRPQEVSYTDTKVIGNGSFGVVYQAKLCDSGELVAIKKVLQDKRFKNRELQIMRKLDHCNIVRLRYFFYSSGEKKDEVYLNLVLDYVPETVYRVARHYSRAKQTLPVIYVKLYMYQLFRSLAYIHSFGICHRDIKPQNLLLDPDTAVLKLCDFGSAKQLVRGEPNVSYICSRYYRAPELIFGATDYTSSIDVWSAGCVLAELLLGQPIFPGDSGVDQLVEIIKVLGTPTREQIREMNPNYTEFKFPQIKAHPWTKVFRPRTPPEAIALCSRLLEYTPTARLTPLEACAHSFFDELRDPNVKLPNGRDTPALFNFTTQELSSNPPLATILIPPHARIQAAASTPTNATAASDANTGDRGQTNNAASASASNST
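Test system: GST-fused GSK3beta enzyme, cell-free | Quantity: 1.6 ng GST-GSK3beta enzyme per well | Reagent: 25 µM ATP with peptide substrate | Schedule: 60 min enzyme reaction, room temperature | Signal: Luminescent ADP-Glo measurement of ADP formed | Read-out basis: Score relative to plate controls | Control set: DMSO and 20 µM GW8510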
aSyn UTR inh: 5' untranslated region of α-synuclein, MLPCN primary screen. alpha-synuclein 5'UTR reporter, inhibitor activity. inhibition, % (tested at 7.5 µM). actives 0.82% (n = 300,000). AID 1813; in the data active = inhibition above about 60%; inconclusive = no clear call, values can overlap the other calls;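 note: H4 neuroglioblastoma cells stably carrying SNCA 5'UTR luciferase fusion; 0% = DMSO wells and 100% = positive control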
* hit, by the source's call; ? = inconclusive; / = not tested or not shown.

entry | SMILES | Platelet DG rel | HSP90 refold inh | Dyrk1A ADPGlo | KLF5 inhibitor | HSF1 activator | GSK3 alpha inh | HSF1 inh | IEC-6 cytotox | GSK3beta inhib | aSyn UTR inh
1 | COc1ccccc1Nc1ncc(C(=O)Nc2ccc(OC)c(OC)c2)c2ccccc12 | -13 | 0 | -3 | -24 | 8 | 0 | 18 | 6 | -1 | -33
2 | O=C(Nc1ccc(N2CCCCC2)cc1)c1ccc(F)cc1F | 32 | 15 | -5 | -93 | 39 | -1 | 16 | 3 | 0 | -21
3 | O=C(CSc1ncccn1)NC(=O)c1ccccc1 | -1 | -1 | / | -9 | -1 | -1 | -1 | -6 | / | -19
4 | CS(=O)(=O)N(CC(=O)N1CCCC1)c1ccccc1F | 4 | 1 | 5 | -10 | -20 | / | -12 | -9 | 6 | 5
5 | COCC(=O)N1CCC(Oc2ccc(C(=O)N3CCCCC3COC)cc2)CC1 (centres undefined) | 0 | -3 | -2 | -32 | 9 | -2 | 2 | 6 | -1 | 17
6 | Clc1cc(Cl)c(OCc2nc(-c3ccccn3)no2)cc1Cl | 3 | -5 | -1 | -9 | 110* | 0 | 69 | -3 | -1 | -85
7 | COC(=O)c1ccc(CSc2nc(C)nc3c2c(=O)n(C)c(=O)n3C)o1 | 8 | / | 1 | / | 9 | 4 | 1 | / | 2 | 1
8 | Cc1cc(F)ccc1NC(=O)c1ccc(NS(=O)(=O)c2cc(C(C)(C)C)ccc2C)cc1 | -33 | 2 | -5 | 0 | -1 | -4 | 8 | 0 | -1 | -2
9 | c1ccc2c(c1)NC1(CCCC1)n1c-2nc2ccccc21 | -18 | -2 | 20 | -96 | 6 | -2 | -9 | -1 | 1 | -141
10 | Cc1ccc(NC(=O)CS(=O)CC(=O)N2CCN(C3CCCC3)CC2)cc1 (centres undefined) | 10 | -1 | -5 | -15 | 11 | -2 | 5 | 2 | 2 | 16

Record cards, from the list above. Order of values: Platelet DG rel | HSP90 refold inh | Dyrk1A ADPGlo | KLF5 inhibitor | HSF1 activator | GSK3 alpha inh | HSF1 inh | IEC-6 cytotox | GSK3beta inhib | aSyn UTR inh
COCC(=O)N1CCC(Oc2ccc(C(=O)N3CCCCC3COC)cc2)CC1 (centres undefined) is listed with 0 | -3 | -2 | -32 | 9 | -2 | 2 | 6 | -1 | 17
Cc1ccc(NC(=O)CS(=O)CC(=O)N2CCN(C3CCCC3)CC2)cc1 (centres undefined) is listed with 10 | -1 | -5 | -15 | 11 | -2 | 5 | 2 | 2 | 16

The results go on.
entry | SMILES | Platelet DG rel | HSP90 refold inh | Dyrk1A ADPGlo | KLF5 inhibitor | HSF1 activator | GSK3 alpha inh | HSF1 inh | IEC-6 cytotox | GSK3beta inhib | aSyn UTR inh
11 | CC(C)(C)c1cc(CCC(=O)NCc2cccnc2)cc(C(C)(C)C)c1O | 1 | 1 | -2 | -16 | -4 | / | -3 | 1 | 2 | -32
12 | CCn1c(=O)c(-c2nc3ccccc3[nH]2)c(O)c2ccccc21 | 1 | 5 | / | -30 | -10 | -1 | 3 | 8 | 0 | -36
13 | Cc1ccc(C)n1CCN1CCN(C(=O)CSc2nc3ccccc3nc2N2CCOCC2)CC1 | 2 | 3 | -11 | 6 | 6 | 5 | -7 | -10 | 1 | -1
14 | CC(=O)Nc1ccc(O)cc1[N+](=O)[O-] | 18 | 4 | -3 | -12 | 37 | -1 | 5 | -3 | 1 | 8
15 | CCCCn1c(N)c(N(CC)C(=O)c2ccc(C#N)cc2)c(=O)[nH]c1=O | -9 | 3 | 3 | -14 | -24 | 0 | -10 | -1 | 2 | -3
16 | Cc1cc(NC(=O)C(C)SCC(=O)OCc2ccc([N+](=O)[O-])cc2)no1 (centres undefined) | -3 | / | / | / | 0 | 2 | -4 | / | -1 | 5
17 | CCN(C(=O)COc1cc(=O)n(CC)c2ccccc12)c1cccc(Cl)c1 | 9 | -2 | 23 | -3 | ? | 0 | 25 | 9 | -1 | -1
18 | CCOC(=O)C1=C(C)C(c2ccccc2OC)NC(=S)N1 (centres undefined) | 6 | 1 | -2 | -29 | 17 | 0 | -2 | -5 | 0 | 14
19 | CN(C(=O)c1ccc(-c2ccccc2)cc1)C1CCCCC1 | 8 | / | / | / | 42 | -2 | 52 | / | -2 | -127
20 | CC(NC(=O)C1(C)CC1(Br)Br)C(C)(C)C (centres undefined) | -7 | -7 | 18 | -16 | -17 | 0 | -10 | 2 | 0 | 1
21 | CCOC(=O)C(C)(C)N(Cc1ccccc1C)S(=O)(=O)c1ccc(Cl)c([N+](=O)[O-])c1 | 8 | 0 | 4 | -22 | 22 | -2 | 10 | -3 | 1 | -14
22 | CCOc1ccc(-c2c(C(=O)N/N=C/c3ccc(C)s3)nnn2-c2nonc2N)cc1 | 7 | 1 | -1 | -15 | -31 | 3 | -28 | -2 | -1 | -10
23 | COc1ccc(NC(=O)CCNC(=O)Cn2ccc3ccccc3c2=O)cc1OC | -6 | -5 | -4 | -4 | 0 | 1 | -3 | 0 | 0 | 0
24 | COC(=O)c1[nH]c2cc(OC)c(OC)cc2c1NC(=O)Oc1ccccc1 | 9 | 1 | 24 | -11 | 3 | 3 | 0 | 2 | -5 | 10
25 | Cc1cc(C)c(C#N)c(SCc2ccccc2C(=O)O)n1 | -17 | 3 | 1 | -7 | 0 | -3 | 5 | 1 | 2 | -17
26 | CCOc1ccc(S(=O)(=O)NCc2ccco2)c2ccccc12 | -3 | -2 | 7 | -20 | 3 | -3 | 6 | -3 | -1 | -31
27 | Cc1cc(NC(=O)CSc2nc(-c3ccccc3)cs2)no1 | 1 | -3 | 1 | -21 | 11 | -1 | 11 | -1 | -3 | -5
28 | COc1ccc(C)c2sc(=NC(=O)C(C)C)n(C)c12 | 0 | 2 | 0 | -64 | -11 | -2 | -1 | 9 | 0 | -22
29 | Cn1c(=O)c(=O)n(C)c2cc(N3CCCCC3)c(NS(=O)(=O)c3ccc([N+](=O)[O-])cc3)cc21 | 9 | -3 | -6 | -4 | 9 | 3 | 0 | -6 | 1 | -3
30 | Cc1ccc(/C=C2/Sc3ccc(C(=O)NCCN4CCOCC4)cc3NC2=O)cc1 | -4 | 0 | / | -19 | -3 | -2 | -7 | 4 | -3 | -13
31 | CCOC(=O)c1cc(C#N)c(N2CCNCC2)nc1C(F)(F)F | -1 | 4 | / | 4 | 22 | -3 | -4 | -3 | 1 | -13
32 | CCn1c(=O)c2ccccc2n(Cc2cccc([N+](=O)[O-])c2)c1=O | 16 | 2 | 3 | -9 | -12 | -2 | -8 | 8 | -25 | 28
33 | CC(=O)c1c(C)oc2c1cc(O)c1ccccc12 | -1 | 1 | 1 | -1 | -8 | 0 | 5 | 5 | -2 | -55
34 | COc1cccc(NC(=O)C2CCN(S(=O)(=O)c3ccc4c(c3)CC(C)N4C(C)=O)CC2)c1 (centres undefined) | 0 | -1 | -3 | 5 | 7 | -1 | -3 | 6 | -10 | 1
35 | CC1Cc2cc(S(=O)(=O)CCC(=O)N3CCN(c4ccccc4)CC3)ccc2N1C(=O)C1CC1 (centres undefined) | 0 | -2 | -5 | 6 | -4 | 1 | -1 | 6 | -1 | 12
36 | COc1cccc(-n2nc(C(=O)O)c3ccccc3c2=O)c1 | -5 | -1 | 9 | 9 | -34 | -2 | -18 | 1 | -1 | 11
37 | COc1ccc(-c2nnc3c4ccccc4c(C)nn23)cc1 | 0 | -3 | 3 | -50 | 22 | -1 | -3 | 13 | 1 | -206
38 | CC(=O)NNC(=S)Nc1cc(S(=O)(=O)N(C)C)ccc1C | 2 | -3 | 1 | -9 | -5 | -3 | 5 | 0 | -2 | 6
39 | CCc1nc(NC2CCCCC2)c(C#N)c2c1COC(C)(C)C2 | 14 | 2 | -1 | 4 | 2 | -4 | -13 | 3 | -1 | 4
40 | CC1CCCN(C(=O)CCS(=O)(=O)c2cc3c(cc2Cl)NC(=O)CO3)C1 (centres undefined) | 6 | -4 | 5 | -8 | -20 | 0 | -4 | -6 | -1 | -25
41 | Clc1cccc2sc(N3CCCC3)nc12 | 0 | -2 | -2 | -27 | -3 | / | -9 | -5 | -1 | -53
42 | CCOc1ccc(C(C(=O)NCC2CCCO2)N(Cc2cccc(OC)c2)C(=O)c2snc(C(N)=O)c2N)cc1 (centres undefined) | -21 | -2 | 0 | -2 | 31 | -1 | 10 | -2 | -5 | -4
43 | CN(CC(=O)Nc1ccc(Cl)cc1)CC(=O)Nc1ccc(F)c(F)c1F | 5 | -2 | 1 | 9 | 13 | -1 | 1 | 1 | 0 | 18
44 | C#C[C@]1(O)CC[C@H]2[C@@H]3CCc4cc(OC5CCCC5)ccc4[C@H]3CC[C@@]21C | 2 | 3 | 4 | -18 | 1 | -4 | 6 | -2 | 3 | -75
45 | CCC(C)[C@H]1COCCS(=O)(=O)N1Cc1ccc(Br)cc1 (some centres undefined) | -2 | -3 | -14 | -2 | 2 | -2 | 5 | -1 | -2 | 28
46 | Cc1cccc(NC(=S)NCCc2ccccn2)c1 | -4 | 3 | / | -16 | 17 | -31 | 4 | 3 | -5 | -43
47 | Cc1cnc(C(=O)NCc2ccc(F)cc2)cn1 | -7 | 1 | -7 | -16 | 10 | 0 | 0 | 4 | 0 | 17
48 | Cc1ccc(NC(=O)CSCC(=O)OC(C)C(=O)Nc2ccc(S(N)(=O)=O)cc2)c(C)c1 (centres undefined) | -7 | / | -8 | / | -31 | 1 | -12 | / | 1 | 2
49 | CCCCC(=O)Nc1nn(C)c2nc3c(C)cccc3cc12 | 6 | 0 | 0 | -29 | 4 | -1 | -3 | 5 | 1 | 7
50 | COc1ccccc1CCCNC(=O)C1CCC(=O)N(CCCN2CCCC2=O)C1 (centres undefined) | 8 | -4 | -5 | -17 | -3 | -1 | -4 | 0 | / | 15
51 | COc1ccccc1NC(=S)N/N=C1\CC(C)(C)Oc2ccc(O)cc21 | -5 | 3 | 4 | -12 | -1 | 2 | -2 | -4 | -6 | 6
52 | Cc1ccc2nc(/C(C#N)=C/c3ccc(O)c(O)c3)[nH]c2c1 | 4 | -2 | / | -77 | 16 | 6 | 6 | 5 | 4 | -222
53 | COCCN(Cc1ccc(F)cc1)C(=O)c1cc2ccccc2oc1=O | 6 | 4 | -10 | -6 | 13 | -1 | 10 | 2 | 4 | -18
54 | COC(=O)c1cn(CC(=O)N2C(C)CCCC2C)c2ccccc12 (centres undefined) | -10 | -3 | 1 | -19 | 19 | 0 | 9 | -6 | 4 | 6
55 | Cc1ccc(NC(=O)C/C(N)=N/OC(=O)c2ccccc2)cc1 | 4 | -1 | 0 | -11 | -3 | -3 | 6 | -2 | 1 | -5
56 | CC(=O)NC1=NN(c2ccccc2)C(=O)C1 | -1 | 18* | 0 | 9 | -7 | 0 | 9 | -4 | 2 | -20
57 | Nn1c(-c2ccccn2)nnc1-c1ccccn1 | 2 | -2 | -3 | -64 | -6 | 4 | 7 | 4 | -3 | -96
58 | COc1cccc(-c2cc3c(-n4cccc4)ncnc3o2)c1 | -2 | 7 | 7 | -1 | -7 | 0 | -9 | 7 | 4 | -44

High-throughput results deposited in PubChem by several laboratories.

Not all compounds are listed; count on the stated rates, not on these rows.
